High-throughput results as filed in PubChem.
TRHR agonist – qHTS for Small Molecule Agonists and Allosteric Enhancers of Human TRH Receptor: Primary Screen for Agonists | Thyrotropin-releasing hormone receptor (Homo sapiens), P34981 | TRHR cells, calcium flux fluo-8, FDSS agonist mode | activation, % at 2 µM | hit rate 0.18% among 360,000; note: 0% is about no effect
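Read-out: compound-evoked intracellular calcium rise in TRHR cells, fluo-8 dye, kinetic FDSS fluorescence at 1 s/cycle following a 10-cycle baseline. Cells cultured overnight before dye loading (30 min–1.5 h, RT).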
D2 PAM – HTS Assay for Positive Allosteric Modulators of the Human D2 Dopamine Receptor: Primary Screen for Potentiators; D(2) dopamine receptor (Homo sapiens), P14416; HEK293 T-REx D2, calcium flux, EC20 dopamine potentiation; potentiation, % at 10 µM; hit rate 0.34% among 340,000;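 active = potentiation over 3 SD above the plate norm, cut at about 30% in these data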; note: 0% is about no effect
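Primary screen. Calcium kinetics in induced HEK293 T-REx D2 cells: compound pre-addition 180 s, EC20 dopamine, 180 s more.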
D1 PAM – Potentiators of Human D1 Dopamine Receptor: qHTS; HEK293 TREx D1 cells, calcium flux, dopamine EC20 potentiation; potentiation, % at 10 µM; hit rate 0.036% among 360,000; AID 504651, 2011; D(1A) dopamine receptor (Homo sapiens), P21728; in the data active = potentiation above about 30%; note: 0% is about no effect
TRHR PAM – qHTS for Small Molecule Agonists and Allosteric Enhancers of Human TRH Receptor: Primary Screen for Enhancers. enhancement, % at 2 µM. TRHR cells, fluo-8 calcium fluorescence, EC20 TRH enhancement. hit rate 0.66% among 360,000; in the data active = enhancement above about 30%; note: 0% is about no effect
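Enhancer read-out: after compound pinning and an initial kinetic agonist-mode read, an EC20 of TRH (10 nM final) was injected and fluo-8 calcium signal (Ex 480/Em 530) followed at 1 s/cycle for 100 cycles in TRHR-expressing cells.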
D1 agonist – Allosteric Agonists of the Human D1 Dopamine Receptor: qHTS; activation, % at 2 µM; hit rate 1% among 360,000; HEK293 T-REx D1 cells, calcium flux, agonist mode; note: 0% is about no effect
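Agonism was scored from calcium flux recorded over 180 s (1 read/s) after pintool compound addition, following a 10-cycle baseline. Cells were inducible force-coupled HEK293 TREx D1, plated overnight at 30 C and loaded with no-wash calcium dye.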
D2 antagonist – HTS Assay for Allosteric Antagonists of the Human D2 Dopamine Receptor: Primary Screen for Antagonists | D(2) dopamine receptor (Homo sapiens), P14416 | HEK293 TREx D2 cells, calcium flux, dopamine EC80 | inhibition, % at 10 µM | hit rate 2% among 340,000; in the data active = inhibition above about 30%; note: 0% is about no effect
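Tetracycline-induced HEK293 T-REx cells expressing D2 force-coupled to calcium signalling were dye-loaded, exposed to compound for 180 s, then challenged with an EC80 of dopamine; calcium flux was followed kinetically for a further 180 s.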
D1 antagonist – Antagonist of Human D 1 Dopamine Receptor: qHTS; AID 504652, 2011; HEK293 TREx D1 cells, calcium flux, dopamine EC80; stronger effect = lower value; hit rate 3.2% among 360,000; activity change, negative = inhibition, % at 10 µM; in the data active = activity change below about -30%; note: % is set by controls: 0 for no effect and ±100 for the full control effect
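Compound effects on dopamine-evoked calcium signalling were measured in tetracycline-induced HEK293 Trex D1 cells. Dopamine at EC80 followed a 180 s compound pre-read, and fluorescence was tracked kinetically for 180 s more.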
RXFP1 antagonist – qHTS Assay for Antagonists of the Relaxin Receptor RXFP1; AID 1259400, 2018; HEK293-RXFP1, relaxin-stimulated cAMP HTRF, 30 min; stronger effect = lower value; activity change, negative = inhibition, % at 57.5 µM; hit rate 0.59% among 350,000;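 active = activity change of -60% or lower, but not beyond a set lower limit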; note: % is set by controls: 0 for no effect and ±100 for the full control effect
Target sequence (Q9HBX9 whole entry, looked up): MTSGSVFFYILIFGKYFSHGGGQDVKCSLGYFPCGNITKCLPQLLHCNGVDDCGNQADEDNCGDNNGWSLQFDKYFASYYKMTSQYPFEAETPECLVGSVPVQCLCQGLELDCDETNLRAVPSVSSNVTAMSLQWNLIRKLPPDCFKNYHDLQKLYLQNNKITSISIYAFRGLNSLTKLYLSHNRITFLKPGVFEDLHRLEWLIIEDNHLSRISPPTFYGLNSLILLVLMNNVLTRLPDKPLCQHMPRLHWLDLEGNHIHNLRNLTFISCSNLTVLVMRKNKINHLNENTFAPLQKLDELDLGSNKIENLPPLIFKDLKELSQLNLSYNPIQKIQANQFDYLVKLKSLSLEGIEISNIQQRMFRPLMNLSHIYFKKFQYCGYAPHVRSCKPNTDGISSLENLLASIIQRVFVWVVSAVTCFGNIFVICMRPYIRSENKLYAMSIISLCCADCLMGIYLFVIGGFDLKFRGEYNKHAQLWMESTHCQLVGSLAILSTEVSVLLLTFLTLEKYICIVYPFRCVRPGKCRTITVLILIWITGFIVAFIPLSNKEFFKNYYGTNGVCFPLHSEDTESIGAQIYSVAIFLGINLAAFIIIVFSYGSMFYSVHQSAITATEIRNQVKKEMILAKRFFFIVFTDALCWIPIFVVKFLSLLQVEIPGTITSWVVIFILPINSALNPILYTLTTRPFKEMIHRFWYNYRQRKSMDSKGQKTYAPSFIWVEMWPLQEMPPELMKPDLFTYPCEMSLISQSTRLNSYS
D2 ag – HTS Assay for Allosteric Agonists of the Human D2 Dopamine Receptor: Primary Screen for Agonists; HEK293 T-REx D2 cells, calcium flux agonist mode; activation, % at 2 µM; hit rate 0.53% among 340,000;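 active = activation over 3 SD above normal in the single-dose calcium agonist read, cut at about 30% in these data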; note: 0% is about no effect
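Agonism scored from kinetic calcium signal (1 read/sec, 180 s) following compound pin transfer, after a 10 s baseline. Cells: HEK293 Trex line expressing inducible D2 receptor coupled to calcium, dye-loaded after overnight culture at 30 C.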
Starred values were filed as active, the others as inactive; . = no result given; & = joins results of further samples; ! = not active in a repeat. Cut-off read from the data, not from the text of the source, unless noted: active = activation above about 30%; inactive = the rest.

SMILES	TRHR agonist	D2 PAM	D1 PAM	TRHR PAM	D1 agonist	D2 antagonist	D1 antagonist	RXFP1 antagonist	D2 ag
Cc1ccc(C(=O)NC(=S)NCCCN2CCOCC2)cc1	0.1	-9	4	12	0	-31	14	-13	-0.2
COc1cc(C(=O)N2CCN(C(=O)C3CCCO3)CC2)cc(OC)c1OC (stereo not drawn)	0.6	10	-3	3	1	9	-11	-3	0.6
O=C1C=C(c2cccc(Br)c2)C[C@@H](c2ccc(F)cc2)C1	0.9	-5	-2	1	7	-5	.	.	0.2
Cc1ccn2c(=O)c(C(=O)Nc3ccc(F)c(C(F)(F)F)c3)cnc2c1	0.6	15	-4	4	3	.	10	-7	0.3
COc1ccccc1CCN=C(N)NS(=O)(=O)c1cccs1	-0.6	10	5	-1	3	-16	-4	6	-2.3
COc1ccc(Cl)cc1NC(=O)COC(=O)CCCC1=NS(=O)(=O)c2ccccc2N1	-0.5	.	3	-6	0	.	0	-3	.
Cc1cc(OCC(=O)N(Cc2ccc(N(C)C)cc2)Cc2ccco2)cc(C)c1Cl	-0.1	-5	-1	-2	2	.	-5	-7	-0.9
O=C1/C(=C\c2ccc(-c3ccccc3Cl)o2)SC(=S)N1CC1CCCO1 (stereo not drawn)	0.8	-1	2	12	4	3	59	5	-0.8
CCN(CC)CCC(C)OC(c1ccccc1)c1ccccc1 (stereo not drawn)	0.1	-15	-3	-2	10	-7	26	-1	-0.1
Cc1c(C(=O)Nc2ccc(F)cc2)oc2ccc(S(=O)(=O)N3CCC4(CC3)OCCO4)cc12	1.6	1	-4	-6	14	18	0	-13	2.1
C=CCNC(=O)c1sc(SC)cc1-c1ccc(Cl)cc1	-0.9	2	4	-1	6	5	7	-15	-1.1
Cn1c(CCNS(=O)(=O)c2ccccc2)nnc1SCc1cccnc1	-0.3	5	-6	30	6	-22	-3	-36	2.1
CCCNC(=O)C1CCN(S(=O)(=O)c2cccc3nonc23)CC1	0.3	0	-4	0	3	-5	-12	-3	0.3
COc1ccc(Cl)cc1NC(=S)Nc1cccc(C)c1	0.0	.	-2	-1	1	.	1	1	.
Cc1ccccc1N(CC(=O)O)S(C)(=O)=O	0.7	31*	-2	0	-2	13	13	-14	-0.2
Cc1cc(N2CCN(C)CC2)nc2ccc(NC(=O)c3ccccc3F)cc12	-0.3&-0.5	9	-4&-1	10&0	0&2	15	-42*!	-12&9	0.2&-0.6
CCc1c(C(=O)NCCc2ccc(OC)c(OC)c2)[nH]c(C)c1C(C)=O	-0.1	-1	-5	1	2	1	0	14	-0.3
CCOC(=O)c1c(C)[nH]c(C(=O)C(C)OC(=O)c2ccc(NC(=O)CC#N)cc2)c1C (stereo not drawn)	1.0	12	-2	-8	8	14	6	-10	-0.1
O=C(O)c1ccc(/C=C/c2nc3sc4c(c3c(=O)[nH]2)CCC4)cc1	0.7	6	-6	4	5	-15	-6	-4	0.6
O=C(CC1C(=O)NCCN1Cc1ccccc1C(F)(F)F)NC1CCCCC1 (stereo not drawn)	0.0	-1	3	1	3	3	7	1	-0.5
O=C(CN(Cc1ccco1)S(=O)(=O)c1cccs1)Nc1ccccc1C(F)(F)F	0.2	9	5	5	1	0	13	-4	0.1
COc1ccc(NCc2cc3cc4c(cc3n(CC(=O)Nc3ccc(C)cc3C)c2=O)OCO4)cc1	2.2	-6	0	-4	1	.	9	.	1.3
COc1ccc(N2C(=O)/C(=C/c3ccc([N+](=O)[O-])cc3)C=C2c2ccccc2)cc1	0.1	3	5	-4	-1	19	-12	-9	0.2
COC(=O)CC/C(O)=C1\C(=O)CC(C)(C)CC1=NCc1nc2ccccc2[nH]1	0.6	-1	0	-6	7	-4	-7	-8	1.3
Cc1nn(C)c(C)c1/C=C(/C(=O)C(C)C)n1cncn1	0.3	-6	-6	-6	4	10	12	-11	4.0

An excerpt from above with just D2 ag:
compound | D2 ag
O=C(O)c1ccc(/C=C/c2nc3sc4c(c3c(=O)[nH]2)CCC4)cc1 | 0.6
COc1cc(C(=O)N2CCN(C(=O)C3CCCO3)CC2)cc(OC)c1OC (stereo not drawn) | 0.6

Sorted by value in TRHR PAM (falling): some entries from above
SMILES	TRHR PAM
O=C1/C(=C\c2ccc(-c3ccccc3Cl)o2)SC(=S)N1CC1CCCO1 (stereo not drawn)	12
COc1cc(C(=O)N2CCN(C(=O)C3CCCO3)CC2)cc(OC)c1OC (stereo not drawn)	3
O=C(CC1C(=O)NCCN1Cc1ccccc1C(F)(F)F)NC1CCCCC1 (stereo not drawn)	1
COC(=O)CC/C(O)=C1\C(=O)CC(C)(C)CC1=NCc1nc2ccccc2[nH]1	-6

Next part.
SMILES	TRHR agonist	D2 PAM	D1 PAM	TRHR PAM	D1 agonist	D2 antagonist	D1 antagonist	RXFP1 antagonist	D2 ag
Cc1ccc(C(C(=O)NC(C)(C)C)N(Cc2ccco2)C(=O)Cn2nnc(-c3cccs3)n2)cc1 (stereo not drawn)	1.3	2	4	0	4	-18	-6	-7	0.4
CCc1ccc(S(=O)(=O)c2nnn3c2nc(Nc2cccc(C)c2C)c2sccc23)cc1	-0.1	3	0	-2	1	.	-3	-2	-0.8
COc1ccc(OC)c(-n2c(O)cnc2Nc2nc(C)cc(C)n2)c1	0.7	-7	-3	-4	4	5	-7	-4	-1.1
COc1ccccc1NS(=O)(=O)c1cccc(C(=O)N2CCN(C/C=C/c3ccccc3)CC2)c1	-0.2	8	-3	1	6	0	-6	-26	3.0
CCCCn1c(N)c(N(CCOC)C(=O)c2cc3ccccc3cc2OC)c(=O)[nH]c1=O	0.1	6	-10	-7	2	0	-27	3	0.1
O=S(=O)(Nc1cccc(Cl)c1)c1ccc(-n2cccn2)cc1	-0.1	11	4	14	8	20	-13	.	0.2
O=C(Nc1cc(S(=O)(=O)N2CCOCC2)ccc1Cl)c1cc2ccccc2o1	0.1	.	-6	2	3	.	-48*	-3	.
O=C(NCCCN1CCOCC1)c1ccc(NS(=O)(=O)c2ccccc2)cc1	0.3	4	-1	14	1	7	-26	1	0.2
O=C(N/N=C/c1cccnc1)c1ccc(F)cc1	0.9	3	-1	-4	1	-9	-12	-1	0.9
CSc1ccccc1NC(=O)c1cc(S(=O)(=O)N(C)C)ccc1N1CCCC1	-0.3	1	-1	-8	1	-3	-2	-3	-0.4
COc1cccc(CNC(=O)N2CCN(S(=O)(=O)c3ccc(C)cc3)CC2)c1	-1.3	-15	-12	2	3	5	-10	6	-1.1
CC(C)Cc1ccc(S(=O)(=O)N2CCOCC2)cc1	-0.9	1	-6	-1	1	-6	7	4	-1.1
COc1ccc(C(CNC(=O)c2cc3c(s2)CCC(C)C3)N2CCOCC2)cc1 (stereo not drawn)	0.5	-26	-2	4	1	20	-23	-10	0.1
O=C1CN(C(=S)Nc2ccccc2Cl)CCN1	0.5	-3	-8	-8	0	23	6	13	2.8
COc1cccc(CC(NC(C)=O)C(=O)NC2CCN(S(=O)(=O)c3ccc(NC(C)=O)cc3)CC2)c1 (stereo not drawn)	0.2	0	-3	0	0	-10	5	1	0.7
COc1ccccc1C(=O)NNC(=O)CCN1C(=O)/C(=C\c2ccccc2)SC1=S	-0.2	4	-12	-3	5	-4	-8	1	1.3
O=C(Nc1nc2c(F)cccc2s1)c1ccc([N+](=O)[O-])o1	0.2	13	-2	1	18	33*	-19	-7	-0.4
Cc1csc(CNc2ncnc3ccc(-c4ccc5c(c4)OCO5)cc23)c1	-0.1	.	-8	-4	0	.	4	.	.
COC(=O)c1ccccc1NC(=S)NC(NC(=O)c1ccccc1[N+](=O)[O-])C(Cl)(Cl)Cl (stereo not drawn)	-0.8	5	2	-11	2	-4	2	-5	-0.9
CCOC(=O)C1(Cc2ccccc2C)CCCN(Cc2ccc(NC(C)=O)cc2)C1 (stereo not drawn)	0.0	2	-3	-3	1	5	-4	18	-0.3
CCOc1ccccc1-c1nc2c(C(C)(C)C)nn(C)c2c(=O)[nH]1	-0.1	7	-1	-6	2	-15	1	.	-0.6
COc1ccccc1-c1cc(C(=O)Nc2ccccc2SC)no1	1.4	12	-4	-8	8	-2	13	-6	1.1
CCOc1ccc(N=C2NC(=O)/C(=C/C(=O)OC)S2)cc1	-0.2	-4	8	-4	0	-3	-7	2	-0.2
COc1ccc(CNC(=O)C(=O)NCC2CCCO2)cc1 (stereo not drawn)	0.2	10	0	26	0	-3	0	2	-0.2
COc1cc(/C=N/n2c(C)nnc2C)cc(OC)c1OC	-0.1	-18	-5	2	1	3	14	5	0.8
N#CCCN1CCN(S(=O)(=O)c2ccc(S(=O)(=O)NCC3CCCO3)cc2)CC1 (stereo not drawn)	-0.2	-7	1	1	0	-8	-11	.	-0.3
Cc1onc(-c2c(F)cccc2Cl)c1C(=O)Nc1nnc(C2CC2)s1	-0.2	-6	5	4	0	-7	15	-19	-0.6
Cc1ccc(S(=O)(=O)CC(=O)N2CC(C)OC(C)C2)cc1 (stereo not drawn)	0.4	.	2	21	1	.	0	-2	.
Cc1nc2c(n1C1CCCCC1)C(=O)c1ccccc1C2=O	-0.8	14	-5	15	0	1	0	-14	-2.0
Cc1cc(NC(=O)c2ccc(Cl)c(S(=O)(=O)N3CCOCC3)c2)no1	-0.4	8	-3	3	3	-16	7	10	0.8
COc1ccc(Cc2nc3ccccc3n2CC(=O)N/N=C/c2ccccc2)cc1OC	1.2	7	-3	-9	2	9	-9	-7	-0.3
CCOC(=O)c1nn2c(C(F)(F)F)cc(-c3ccc(OC)cc3)nc2c1Br	0.2	11	-6	0	35*	-7	23	2	1.7
COc1cc(C(=O)NC2CC3CCCC(C2)N3C2CC2)cc(OC)c1OC (stereo not drawn)	0.7	-9	-8	5	1	-13	-30	-5	0.3
CC(=O)c1ccc(C(=O)N2CCC(CO)(Cc3cccc(C(F)(F)F)c3)CC2)cc1	-0.4	3	3	-9	2	9	5	-10	-1.3
CC1CCN(c2ccc(/C=C(\C#N)c3nn(-c4ccccc4)c(N)c3C#N)cc2[N+](=O)[O-])CC1	0.7	5	0	0	1	-1	4	13	-0.1
Cn1c(CNC(=O)c2ccco2)nnc1SCC(=O)c1ccc(Br)cc1	0.6	1	.	0	4	-3	4	-2	1.6

An unsorted share of the library; overall some 7.3% were active at least once.
